Compound activity from PubChem BioAssay.
S100A4 inh HTS = inhibitors of S100A4-myosin IIA peptide binding, primary screen, biochemical, fluorescence polarization, TAMRA-MyoIIA peptide. Protein S100-A4 (Homo sapiens), P26447. inhibition, % at 10.7 µM. 0.14% of 360,000 active. AID 652163, 2013;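 active = mean inhibition of at least 70% across replicates, with every replicate also reaching that level; inconclusive = mean inhibition reaches 70% but some replicates fall short; inactive = mean inhibition below 70%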
Target sequence (P26447 whole entry, looked up): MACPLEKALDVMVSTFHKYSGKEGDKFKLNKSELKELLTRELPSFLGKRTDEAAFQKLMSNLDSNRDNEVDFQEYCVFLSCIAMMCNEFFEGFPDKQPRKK
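Test system: S100A4 monomer protein; Medium: HEPES pH 7.2 with CaCl2, KCl, NaCl, DTT, Triton; Probe or stimulus: TAMRA-labelled myosin IIA heavy-chain peptide probe, 5 nM; Doses: one dose per compound; Times: polarization read 5 min after assay mix addition, stable 5–60 min; Benchmarks: neutral control DMSO, positive control TFP.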
E-sel inducer = E-selectin induction in HUVECs, primary screen, imaging, HUVEC, immunofluorescence imaging, single point; P16581; normalized: neutral wells 0, TNF-alpha wells 100; activation, % at 7.58 µM; 0.37% of 260,000 active; AID 686992, 2013;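 active = mean E-selectin-positive cell signal at least 10% of the positive control, reached in at least 60% of replicates, without over 20% cell loss; inconclusive = no rule given, readout overlaps actives, possibly toxicity-flagged; inactive = the rest, including those meeting only one limit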;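 note: in these data hits start at about 27%; measured in HUVEC primary endothelial cells; signal is the percent of cells scored E-selectin positive by PE staining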
Target sequence (P16581 whole entry, looked up): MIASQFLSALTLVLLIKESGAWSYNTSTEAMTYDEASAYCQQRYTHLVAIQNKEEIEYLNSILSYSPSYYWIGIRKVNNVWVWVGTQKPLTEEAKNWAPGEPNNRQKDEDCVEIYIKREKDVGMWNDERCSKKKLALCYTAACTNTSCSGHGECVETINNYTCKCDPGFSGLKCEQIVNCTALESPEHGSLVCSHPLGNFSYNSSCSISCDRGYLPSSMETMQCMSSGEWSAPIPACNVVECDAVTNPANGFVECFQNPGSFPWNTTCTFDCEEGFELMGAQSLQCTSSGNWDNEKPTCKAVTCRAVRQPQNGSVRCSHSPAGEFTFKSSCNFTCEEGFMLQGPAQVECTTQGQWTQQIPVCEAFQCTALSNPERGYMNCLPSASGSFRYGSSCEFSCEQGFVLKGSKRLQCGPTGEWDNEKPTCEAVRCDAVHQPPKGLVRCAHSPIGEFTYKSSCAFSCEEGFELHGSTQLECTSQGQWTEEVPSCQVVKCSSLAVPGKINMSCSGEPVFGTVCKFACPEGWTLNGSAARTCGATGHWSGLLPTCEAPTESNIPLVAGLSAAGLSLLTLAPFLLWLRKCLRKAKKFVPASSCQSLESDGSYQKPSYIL
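System: HUVEC, human umbilical vein endothelial cells; quantity: 3,000 cells/well; buffer or medium: EGM-2 medium, gelatin-coated wells; dosing: single-point compound dose; detection: immunofluorescence imaging; evaluation: % PE-positive cells; benchmarks: TNF-alpha, DMSO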
ERp5 block = inhibitors of ERp5-driven insulin aggregation, primary screen, biochemical, turbidity, absorbance 650 nm, single point. 0.05% of 350,000 active. 90 min. inhibition, % at 9.99 µM. Protein disulfide-isomerase A6 (Homo sapiens), Q15084. AID 651711, 2012;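 active = mean replicate inhibition above about 25%, with every replicate also reaching it, limit read from the data, passing the limit was not always enough; inconclusive = only one of those two criteria met; inactive = neither criterion met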
SIRT5 block = SIRT5 desuccinylase inhibitors, primary screen, biochemical, fluorescence imaging, single point, set 5; NAD-dependent protein deacylase sirtuin-5, mitochondrial (Homo sapiens), Q9NXA8; Purified SirT5, succinyl-peptide AMC, trypsin-coupled fluorescence; inhibition, % at 15 µM; 1.1% of 330,000 active; in the data active = inhibition above about 15%; inconclusive = no clear call, values can overlap the other calls
Target sequence (Q9NXA8 whole entry, looked up): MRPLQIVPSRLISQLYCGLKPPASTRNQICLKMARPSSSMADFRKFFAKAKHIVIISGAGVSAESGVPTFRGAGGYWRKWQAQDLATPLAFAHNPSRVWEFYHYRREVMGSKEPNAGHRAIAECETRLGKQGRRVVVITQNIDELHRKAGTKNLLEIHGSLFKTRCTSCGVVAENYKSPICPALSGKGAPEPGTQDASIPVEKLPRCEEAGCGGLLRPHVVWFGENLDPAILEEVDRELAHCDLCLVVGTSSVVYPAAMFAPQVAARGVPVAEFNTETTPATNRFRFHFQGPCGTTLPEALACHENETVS
DENV2 CPE rescue = inhibitors of DENV2 cytopathic effect, primary screen, cell-based, plate reader, single concentration; CPE inhibition, % at 9.99 µM; DENV2-infected cells, cytopathic effect rescue; 1.7% of 350,000 active; in the data active = CPE inhibition above about 20%, passing the limit was not always enough; inconclusive = no clear call, values can overlap the other calls; tested in BHK-21 cells;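 note: 0% = median of neutral control wells and 100% = median of positive control wells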
PglD DTNB = C. jejuni PglD acetyltransferase inhibitors, primary screen, biochemical, DTNB colorimetric, single point; UDP-N-acetylbacillosamine N-acetyltransferase PglD (Campylobacter jejuni); purified PglD enzyme, DTNB colorimetric CoA detection; inhibition, % at 12.5 µM; 0.098% of 360,000 active; AID 602405, 2012; in the data active = inhibition above about 16%, passing the limit was not always enough; inconclusive = no clear call, values can overlap the other calls; note: strong numbers were not always called active
Statin myotox sup = suppressors of statin myotoxicity in C2C12 myotubes, primary screen, cell-based, single point, plate reader; rescue of ATP level, % at 7.49 µM; C2C12 myotubes + simvastatin, ATP luminescence, 48 h; scaled: DMSO 0, geranylgeraniol control 100; 0.78% of 330,000 active; AID 602340, 2012;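 active = mean ATP rescue above about 67%, or every replicate alone reaching that limit, limit read from the data, passing the limit was not always enough; inconclusive = no clear call, values can overlap the other calls; inactive = mean under the limit and some replicate under it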;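 note: myotubes were challenged with 10 µM simvastatin during compound exposure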
An asterisk follows results filed as active; ? = inconclusive; / = not tested or not shown; & = joins results of further samples. The list is partial (hit frequency here may not be typical).

SMILES	S100A4 inh HTS	E-sel inducer	ERp5 block	SIRT5 block	DENV2 CPE rescue	PglD DTNB	Statin myotox sup
CC(C)(C)S(=O)N1Cc2cc(CO)ccc2[C@@H]1CCO (stereo partly drawn)	1	0.2	2	-2	1	0	7
CC(=O)Nc1cccc(-c2ccnc3c2CC(C)(C(=O)NCc2ccccc2)O3)c1 (stereo not drawn)	1	0.7	3	-2	?	0	-32
O=C(NC1CCCC1)N1CCCCN2[C@H](C1)[C@H](c1ccc(-c3cncnc3)cc1)[C@@H]2CO	10	0.1	-1	-3	6	4	/
O=C(O)C[C@H]1CC[C@H](NC(=O)Nc2cc(F)ccc2F)[C@@H](CO)O1	-4	0.1	3	-2	-4	1	-2
C[C@@H]1CN([C@H](C)CO)C(=O)c2cc(C#C[C@@H](C)O)cnc2O[C@@H]1CN(C)C(=O)Cc1ccccn1	21	0.6	-3	-3	13	-1	-2
COc1cc(S(=O)(=O)N2CCN(C(=O)c3cccs3)CC2)ccc1NC(C)=O	1	-0.7	-2	/	-5	1	5
COc1ccc(NC(=O)Nc2ccc3c(c2)[C@@H]2C[C@@H](CC(=O)NC4CCCCC4)O[C@H](CO)[C@@H]2O3)cc1	4	-0.1	1	0	-1	-1	-3
COC(=O)CCN1CCSCCS1(=O)=O	-7	/	-6	2	7	/	/
COc1ccc(C2SCCN2S(=O)(=O)c2ccc(F)cc2)cc1OC (stereo not drawn)	-2	/	-1	-1	/	6	-18
C[C@@H]1CN([C@H](C)CO)C(=O)Cc2cc(N(C)C)ccc2O[C@@H]1CN(C)S(=O)(=O)c1ccccc1	-1	/	-5	-4	-1	-4	-28
Cc1ccc(-c2ccc(CN3C(C(C)C)C(=O)N(Cc4cn(CC5CCCCC5)nn4)CCS3(=O)=O)cc2)cc1 (stereo not drawn)	6	-0.1	1	3	-3	2	5
C[C@H]1CN([C@@H](C)CO)C(=O)c2cccc(NC(=O)c3cnccn3)c2O[C@@H]1CN(C)Cc1ccc(Cl)c(Cl)c1	17	0.0	0	1	3	1	3
C[C@@H]1CN([C@@H](C)CO)C(=O)c2cc(-c3cccc(F)c3)cnc2O[C@@H]1CN(C)C(=O)c1cnccn1	-2	0.4	0	-2	-5	2	-9
O=C(Nc1cccc(F)c1)N1C[C@@H]2N[C@H](C1)C2c1ccc(-c2ccncc2)cc1 (stereo partly drawn)	-10&4	0.1&0.0	-3&0	1&-1	-4&1	/	/
CC(C)CN(C(=O)CN1CCN(S(=O)(=O)c2ccccc2)CC1)c1c(N)n(CC(C)C)c(=O)[nH]c1=O	-2	-0.8	3	8	1	-5	-1
CCc1ccc(NC(=O)CCc2c(C)nn(-c3ccc(N4CCOCC4)nn3)c2C)cc1	-5	/	4	0	-7	5	0
COc1cccc(S(=O)(=O)Nc2ccc3c(c2)C(=O)N(C)C[C@H](OC)[C@@H](C)CN(Cc2ccccc2F)[C@@H](C)CO3)c1	-1	-0.3	-1	/	1	0	-7
Cn1c(N)c(S(=O)(=O)N2CCN(c3ccccc3)CC2)c(=O)n(C)c1=O	-3	/	-3	0	-7	/	/
CCS(=O)(=O)N1CCN(CC(=O)NC2CCCCC2)CC1	0	/	4	-2	0	/	/
O=C(C[C@@H]1CC[C@H](NC(=O)c2cccnc2)[C@@H](CO)O1)NCc1ccc(Cl)c(Cl)c1	-4	-0.1	-6	1	-2	0	4
O=C(NNC(=O)c1ccc[nH]1)Nc1cccc(C(F)(F)F)c1	-3	0.0	-1	-3	7	/	0
S=C1NCN(Cc2cccnc2)CN1Cc1ccccc1	15	0.0	7	/	12	/	-11
O=C(NC1CCCCCCC1)c1ccc2c(c1)OCO2	/	0.0	/	/	/	1	11
N#CC1=C2CCCCC2(O)NC1=O (stereo not drawn)	-2	1.1	-5	-4	0	1	/
CN1c2ccc(-c3ccc(C#N)cc3)cc2[C@H]2[C@H](CCN2C(=O)C2CCCCC2)[C@@H]1CO	-4	-0.6	0	-19	?	1	-4
CCCC#Cc1ccc([C@H]2[C@@H](CO)N3C(=O)CN(C(=O)Cc4cccnc4)C[C@@H]23)cc1	-4	0.0	3	0	0	/	/
Cc1ccc(NC(=O)Nc2ncnc3nc[nH]c23)cc1	0	4.7	-6	2	1	-5	/
Cc1ccc(-c2ccc([C@H]3[C@H]4CN(C(=O)Cc5ccccn5)CC(=O)N4[C@H]3CO)cc2)cc1	-9	0.2	1	6	3	/	/
O=C(CSc1nnc(-c2ccccc2)o1)NC(=O)Cc1ccccc1	2	/	9	0	6	-1	11
C[C@H]1CCC(=O)N([C@H](CSc2ccc(Br)cc2)Cc2ccccc2)CC1	7	0.0	0	-2	-7	-5	13
Cc1ccc(-n2ncc3c(=O)n(CC(=O)N4CCN(C(=O)c5ccco5)CC4)cnc32)cc1	1	9.0	/	3	-3	1	1
COc1cc2c(cc1OC)C(c1cccs1)N(C(=O)c1ccncc1)CC2 (stereo not drawn)	3	1.8	2	-2	-4	/	/
NC(=O)C(C(=O)/C=C/c1ccc(Cl)cc1)=C1SCCS1	-4	-0.6	-1	3	2	3	37
C[C@@H]1CN([C@H](C)CO)C(=O)c2cc(C#Cc3ccc(F)cc3)cnc2O[C@H]1CN(C)S(C)(=O)=O	-2	0.4	-3	-3	-6	2	7
COc1ccc2cc(CCN3C(=O)c4ccccc4C3=O)c(=O)[nH]c2c1	-4	-1.8	-7	2	-3	-4	-1
CCNc1cc2n(c(=O)n1)CCc1cc(OC)c(OC)cc1-2	8	/	1	/	/	0	-10
COc1ccc(CNC(=O)C2=CC(c3ccc(OC)cc3)=NS(=O)(=O)N2C)cc1	3	0.0	-3	3	-11	-1	3
O=C(C[C@@H]1C=C[C@H](NC(=O)Cc2cccnc2)[C@H](CO)O1)NCc1ccc2c(c1)OCO2	57	0.2	0	3	-8	-2	3
CN(C)CCN1CCN(C2CN(Cc3cn(Cc4cccc(Cl)c4)nn3)S(=O)(=O)C2)CC1 (stereo not drawn)	61	3.7	-2	19*	-4	/	/
COc1cc(CNc2ccc(N3CCCC3)cc2)cc(Cl)c1OC	-3	0.3	-8	0	4	/	/
O=C(C[C@@H]1C=C[C@@H](NC(=O)NC2CCCC2)[C@@H](CO)O1)NCc1ccc(F)cc1	7	-0.1	4	-3	-1	0	-1
Cc1ccc(-c2nnn3c2nc(NCCc2ccc(S(N)(=O)=O)cc2)c2ccccc23)cc1	2	/	0	1	-8	-1	/
C[C@@H]1CN([C@H](C)CO)C(=O)c2cccc(NC(=O)Nc3ccc(F)cc3)c2O[C@@H]1CN(C)C(=O)Nc1ccc(F)cc1	5	0.2	2	0	7	17	-5
Cc1ccc2cccc(OCc3cccc([N+](=O)[O-])c3)c2n1	-2	-0.1	0	-2	-10	0	11
Cc1ccc(S(=O)(=O)N[C@@H]2C=C[C@@H](CC(=O)NCCCN(C)C)O[C@H]2CO)cc1	10	0.1	-2	11	-12	-2	-4
Cc1cc(C)c(OCCCNCc2ccccc2)c(Br)c1	3	/	-2	1	-2	4	1
COc1ccc2c3c(n(C)c2c1)[C@H](CO)N(C(=O)NC(C)C)CC31CCN(CC2CC2)CC1	6	-0.3	-1	-3	-3	/	/
Cc1ccccc1Nc1c(-c2cccnc2)nc2ccccn12	51	/	-1	-4	1	1	16
NC(=S)N/N=C/c1ccccc1O	-7	-0.6	3	-6	5	1	2
CCc1ccc2oc(C(=O)NCCc3ccc(S(N)(=O)=O)cc3)cc(=O)c2c1	-8	/	-1	-6	10	18	3
O=C(c1ccc(Cn2cc(Br)cn2)cc1)N1CCN(c2ccccc2)CC1	-1	/	-1	-8	-3	/	-35
C[C@@H]1CN([C@@H](C)CO)C(=O)c2cc(NS(C)(=O)=O)ccc2O[C@@H](C)CCCCO[C@H]1CN(C)C(=O)C1CCCCC1	19	0.3	0	9	3	-1	19
COc1cc([N+](=O)[O-])ccc1NC(=S)N1CCN(c2ccccn2)CC1	3	/	0	0	-6	/	/
O=C(C[C@H]1C=C[C@@H](NC(=O)c2cccc(F)c2)[C@H](CO)O1)Nc1nccs1	2	0.2	-3	1	/	-4	27
CSc1nc2ccc(NS(=O)(=O)c3ccc([N+](=O)[O-])cc3)cc2s1	-4	0.5	6	-1	-7	-2	/
COc1ccccc1NC(=O)N[C@@H]1CC[C@H](CCn2cc(-c3ccccc3OC)nn2)O[C@H]1CO	-1	-0.3	11	8	?	0	-6
CC(C)[N+](C)(C)CC#CC(O)(c1ccccc1)c1ccccc1	2	/	0	-3	17	/	/
COc1ccc(CNC(=O)CSc2nn3c(=O)c(C(C)(C)C)nnc3s2)cc1OC	-5	0.0	4	11	-4	/	-2
CCOc1ccc(NC(=O)CCc2nnc3ccc(N4CCN(C)CC4)nn23)cc1	-3	/	3	-3	0	0	6
CC1CCN(S(=O)(=O)c2cccc(C(=O)N3CCN(c4ccc(F)cc4)CC3)c2)CC1	8	-0.1	-8	0	-5	0	1

Look-ups from the list:
CSc1nc2ccc(NS(=O)(=O)c3ccc([N+](=O)[O-])cc3)cc2s1 in SIRT5 block has -1
C[C@@H]1CN([C@@H](C)CO)C(=O)c2cc(NS(C)(=O)=O)ccc2O[C@@H](C)CCCCO[C@H]1CN(C)C(=O)C1CCCCC1 in DENV2 CPE rescue has 3

Remaining list, next part
SMILES	S100A4 inh HTS	E-sel inducer	ERp5 block	SIRT5 block	DENV2 CPE rescue	PglD DTNB	Statin myotox sup
Cc1ccccc1-n1nc(-c2cccnc2)cc1C(=O)N/N=C/c1ccncc1	0	/	2	4	-5	/	/
C[C@@H]1CN([C@@H](C)CO)C(=O)c2cccc(NC(=O)c3ccc(-c4nccs4)cc3)c2O[C@H]1CN(C)Cc1ccc(Cl)c(Cl)c1	-10	-5.1	-2	3	-9	2	/
O=S(=O)(c1cccs1)N1CCN(CC(O)COc2cccc(Br)c2)CC1 (stereo not drawn)	1	/	3	-4	/	-1	-1
CN1CCN(C(=O)C[C@@H]2CC[C@H]3[C@@H](COC[C@H](O)CN3C(=O)Nc3ccc4c(c3)OCO4)O2)CC1	0	0.2	4	-1	-3	4	-5
Clc1ccc(-c2ccnc3nc(N4CCOCC4)nn23)c(Cl)c1	1	-0.1	5	-2	6	5	18
Cc1ccc2c(CN3CCCCC3C)cc(=O)oc2c1 (stereo not drawn)	2	/	-1	-1	2	3	-14
CCOc1ccc(-c2ccc3nnc(SCC(=O)NCC4CCCO4)n3n2)cc1 (stereo not drawn)	1	/	-2	-1	-5	-2	2
NC(=O)CCCn1c(C(=O)c2cc(Cl)c(N)c(Cl)c2)c2ccc(C(F)(F)F)cc2[n+]1[O-]	2	/	-4	/	-21	-7	4
CN1[C@@H]2c3ccc(-c4ccccc4F)c(=O)n3C[C@@H]2[C@@H](CO)[C@@H]1C(=O)NCc1ccc(F)cc1	-3	1.4	-5	0	-3	-4	22
Cc1ccc(SC2=C[C@@]3(O)CC[C@@H](O)[C@@](Sc4ccc(C)cc4)(C2=O)[C@H]3O)cc1	-3	0.1	3	/	?	/	/
CCS(=O)(=O)N1CC(=O)N2[C@@H](CO)[C@@H](c3ccc(C#CC4CCCCC4)cc3)[C@@H]2C1	8	0.5	4	-1	10	/	/
CCN1CCCC1CNC(=O)c1cc2cc(OC)c(OC)cc2[nH]1 (stereo not drawn)	-5	0.1	5	-24	0	4	-8
